From PubChem
BoNT-A LC inh2: inhibitors of Botulinum neurotoxin A light chain protease; multiplex microsphere protease substrate cleavage, flow cytometry; inhibition, % at 10 µM; 0.17% of 360,000 active; AID 588499; in the data active = inhibition above about 30%; also: plate controls were buffer without enzyme for full effect and enzyme alone for no effect
BoNT-F LC inh: BoNT F light chain protease inhibition; Multiplex microsphere protease cleavage assay, flow cytometry; inhibition, % at 10 µM; 0.22% of 360,000 active; AID 588497; in the data active = inhibition above about 35%, passing the limit was not always enough; also: plate controls were buffer without enzyme for full effect and enzyme alone for no effect
FadD28 binding: inhibitors of Mycobacterium tuberculosis FadD28 bisubstrate binding. FadD28 bisubstrate probe binding, fluorescence polarization. inhibition, % at 12.5 µM. 0.22% of 360,000 active; in the data active = inhibition above about 8.5%, passing the limit was not always enough
CCHFV vOTU inh: CCHFV vOTU protease inhibition. Pep-AMC fluorescence. inhibition, % at 11.5 µM. 0.55% of 370,000 active. AID 651958; also: 0% = vehicle wells with enzyme and 100% = no enzyme wells
FBA Mtb inh: inhibitors of M. tuberculosis fructose-bisphosphate aldolase; 2.3% of 360,000 active; purified M. tuberculosis FBA, fluorescence read-out; AID 588726; inhibition, % at 1 µM; P9WQA3; in the data active = inhibition above about 27%;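 also: 0% = vehicle and 100% = reference inhibitor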
Target sequence (P9WQA3 whole entry, looked up): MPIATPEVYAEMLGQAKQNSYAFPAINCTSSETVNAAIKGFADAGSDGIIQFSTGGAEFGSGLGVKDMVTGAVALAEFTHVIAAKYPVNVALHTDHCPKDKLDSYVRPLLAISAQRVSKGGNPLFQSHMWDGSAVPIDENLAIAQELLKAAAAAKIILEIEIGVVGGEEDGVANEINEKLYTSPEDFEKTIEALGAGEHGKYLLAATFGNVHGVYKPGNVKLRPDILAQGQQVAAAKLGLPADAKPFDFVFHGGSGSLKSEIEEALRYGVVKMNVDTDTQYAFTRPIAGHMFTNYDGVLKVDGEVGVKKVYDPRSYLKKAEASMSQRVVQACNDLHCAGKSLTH
GDH-TPI inh: inhibits GDH-TPI coupling enzymes, artifact for Mtb FBA screen | GDH-TPI coupled enzyme counterscreen, NADH absorbance | inhibition, % at 4.8 µM | 1.2% of 360,000 active | AID 588335;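 also: 0% = DMSO wells and 100% = wells lacking the enzyme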
PrPC surface inh: inhibitors of human cell surface prion protein PrPC | TR-FRET read-out | inhibition, % at 13.8 µM | 0.43% of 370,000 active | AID 720596; in the data active = inhibition above about 24%; also: 0% = median of the test wells and 100% = reference compound wells
Mtb BioA inh: BioA (M. tuberculosis) enzyme inhibition. purified M. tuberculosis BioA enzyme, plate reader. inhibition, % at 9.99 µM. 0.096% of 360,000 active. AID 602481; in the data active = inhibition above about 40%
UGM FP inh: inhibitors of M. tuberculosis UDP-galactopyranose mutase | P9WIQ1 | purified UGM, fluorescence polarization probe displacement | inhibition, % at 10 µM | 0.06% of 320,000 active | AID 504406; in the data active = inhibition above about 10%, passing the limit was not always enough
Target sequence (P9WIQ1 whole entry, looked up): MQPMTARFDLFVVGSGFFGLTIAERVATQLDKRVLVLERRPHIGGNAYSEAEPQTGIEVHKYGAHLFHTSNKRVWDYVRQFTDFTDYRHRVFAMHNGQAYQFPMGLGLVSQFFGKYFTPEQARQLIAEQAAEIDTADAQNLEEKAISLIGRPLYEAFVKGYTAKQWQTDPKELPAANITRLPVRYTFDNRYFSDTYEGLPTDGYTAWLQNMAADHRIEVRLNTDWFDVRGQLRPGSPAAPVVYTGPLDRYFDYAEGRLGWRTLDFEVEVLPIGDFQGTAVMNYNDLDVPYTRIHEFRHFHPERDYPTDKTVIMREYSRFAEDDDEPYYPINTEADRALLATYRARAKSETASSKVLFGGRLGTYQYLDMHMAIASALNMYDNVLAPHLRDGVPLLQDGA
An asterisk follows results filed as active; nt = not tested or not shown. Rule as the data show it, unless noted: active = inhibition above about 30%; inactive = the rest.

cpd	mol	BoNT-A LC inh2	BoNT-F LC inh	FadD28 binding	CCHFV vOTU inh	FBA Mtb inh
1	CSc1ccc(CCNC(=O)Cn2ncc3c([nH]c4ccccc43)c2=O)cc1	-0.9	1	-1.7	-5	-4
2	Cc1c(Cl)cccc1-c1ccc(CNCc2ccccn2)o1	-7.3	-40	-2.3	-3	1
3	CN(C)CCNC(=O)c1ccc(CS(=O)(=O)c2c(Cl)cccc2Cl)o1	0.3	-1	-4.0	-2	-1
4	CCOC(=O)C(Sc1cc(-c2ccccc2)nc2ncnn12)C(C)=O (stereo not drawn)	-0.9	nt	-1.4	0	-1
5	C=CCn1c(=O)/c(=C/c2ccc(C)o2)s/c1=C(/C#N)C(=O)c1ccccc1	12	4	3.3	4	-7
6	Cc1cc(C)n(-c2ccc(C(=O)NCc3ccc4c(c3)OCO4)cc2)n1	-0.2	-4	-2.8	-9	1
7	COc1ccc(CNC(=O)c2cnc3n(c2=O)CCS3)cc1	-0.4	-9	-3.0	-3	0
8	O=C(O)c1ccc(N2CCCC2=O)cc1	0.6	16	-1.7	2	2
9	O=S(=O)(Nc1cccc(-c2cn3c(n2)SCC3)c1)c1cccs1	0.2	0	1.7	-2	32*
10	CN1CCN(C(=O)C2(NC(=O)Nc3cccc(F)c3)CCCCC2)CC1	-0.1	3	-0.4	4	-1
11	CCN(Cc1ccncc1)C(=O)C(CO)c1ccccc1 (stereo not drawn)	-0.5	-1	-0.4	2	7
12	O=C(CSCc1ccc(Cl)cc1)NCc1ccc2c(c1)OCO2	1.5	11	-4.1	-7	1

cpd	GDH-TPI inh	PrPC surface inh	Mtb BioA inh	UGM FP inh
1	9	4	-3.0	2.7
2	-6	0	4.4	2.4
3	-12	-7	-1.0	0.3
4	6	0	nt	-1.6
5	21	-1	-2.7	-5.6
6	2	-8	2.8	1.6
7	2	-2	0.9	3.4
8	1	2	-0.4	-0.5
9	0	1	nt	1.4
10	-2	-13	-2.5	5.6
11	-1	-3	0.1	-0.2
12	-2	5	-0.2	-1.3

More results:
cpd	mol	BoNT-A LC inh2	BoNT-F LC inh	FadD28 binding	CCHFV vOTU inh	FBA Mtb inh
13	O=C(CCCN1CCN(c2ccccn2)CC1)c1ccc(F)cc1	0.7	10	-0.2	2	6
14	CCOC(=O)c1c(-c2ccccc2)csc1NC(=O)CSc1nnnn1C	-1.3	-20	-4.2	4	0
15	CC(=O)NCCn1c(SCC(=O)c2ccccc2)nc2ccccc2c1=O	-2.3	-5	1.5	-2	0
16	COc1cc(CC(=O)OC2CCOC2=O)cc(OC)c1OC (stereo not drawn)	0.6	-10	-0.2	-4	-1
17	Clc1ccc(-n2nnnc2SCc2c(-c3ccccc3)nc3sccn23)cc1	-1.4	2	-3.0	-5	-1
18	Cn1cnnc1Sc1ccc(C(=O)OCC(=O)NC2CC2)cc1[N+](=O)[O-]	-1.4	3	-2.1	-4	4
19	COc1ccc(N(C)C(=O)CN(C)S(=O)(=O)c2ccc3c(c2)c(=O)n(C)c(=O)n3C)c(OC)c1	0.2	-5	0.3	6	-1
20	CC(C(Sc1ccccc1N)c1ccccc1)[N+](=O)[O-] (stereo not drawn)	nt	nt	-1.7	-4	-17
21	COC(=O)[C@]1(C)N[C@H](CN(C)S(=O)(=O)c2ccc(C)cc2)[C@@H]2C(=O)N(Cc3ccccc3)C(=O)[C@@H]21	0.6	-2	-0.7	5	0
22	Cc1ccc([N+](=O)[O-])c(OCC(=O)OCC(=O)c2ccccc2)c1	0.0	-8	-2.6	-2	2
23	Cc1cccc(NC(=O)CNC(=O)[C@H]2O[C@@H](n3cnc4c(N)ncnc43)[C@H](O)[C@@H]2O)c1C	0.2	4	-1.5	1	0
24	COc1cc(Cl)ccc1OCc1cc(C(=O)N2CCC(N(C)C)C2)no1 (stereo not drawn)	1.0	1	-1.9	10	-4

cpd	GDH-TPI inh	PrPC surface inh	Mtb BioA inh	UGM FP inh
13	7	-2	1.3	0.4
14	7	2	2.8	-1.7
15	33*	6	-4.2	0.6
16	8	-7	-12	-0.7
17	6	-2	0.4	-0.5
18	18	-18	nt	nt
19	-3	-1	-0.8	-0.9
20	10	12	nt	1.5
21	0	-5	-0.6	0.4
22	1	4	-1.2	-2.7
23	nt	7	-0.9	nt
24	0	-2	-2.4	-0.3

Next section.
cpd	mol	BoNT-A LC inh2	BoNT-F LC inh	FadD28 binding	CCHFV vOTU inh	FBA Mtb inh
25	CC(=O)OCCNc1cc(SC(C)C)c2nonc2c1[N+](=O)[O-]	1.1	-1	0.7	-11	-4
26	CCN(CC)CCNC(=O)c1ccc(NC(=O)c2cc(-c3ccncc3)nc3ccccc23)cc1	0.7	-31	-0.8	13	4
27	Cc1cccc(Nc2ccc3nonc3c2[N+](=O)[O-])c1C	-1.5	-15	-0.7	-19	4
28	S=c1[nH]nc(-c2ccccc2Br)n1Cc1ccccc1	1.0	1	-2.7	5	0
29	COc1cc(OC)c(NC(=O)c2c(-c3ccccc3)noc2C)cc1Cl	0.7	7	-1.5	-9	1
30	CCN1CCN(C(=S)c2ccc(Br)cc2)CC1	0.6	-2	-4.6	-4	1
31	O=C(NC1CCCC1)c1ccc(CN2CCOCC2)cc1	0.0	-4	1.7	-1	0
32	COc1cc(Cl)ccc1OCc1cc(C(=O)N2CCCCC2c2cccnc2)no1 (stereo not drawn)	0.3	-4	-3.2	11	2
33	CC(C)C[C@H]1CN([C@@H](Cc2ccc(O)cc2)CN2CCC[C@H]2CN2C(=O)C(=O)NC[C@@H]2Cc2ccccc2)C(=O)C(=O)N1CC1CCCCC1	-0.2	2	nt	19	nt
34	COc1ccccc1CNC(=O)N1CCN(S(=O)(=O)c2ccc(C)cc2)CC1	1.6	-10	-2.3	-17	-3
35	CC(C)(C)NC(=O)COC(=O)c1ccccc1NC(=O)c1ccco1	-0.8	-11	-1.4	-8	2
36	O=C1c2cccc3cccc(c23)C(=O)N1c1cccc(O)c1	-3.5	-2	nt	9	-1

cpd	GDH-TPI inh	PrPC surface inh	Mtb BioA inh	UGM FP inh
25	11	-23	nt	0.6
26	1	-21	-0.5	-1.2
27	-8	-2	2.5	-0.7
28	4	-6	0.5	5.4
29	27	4	-0.6	-1.7
30	-8	0	0.1	-0.1
31	2	5	-0.5	-0.7
32	6	6	0.2	2.9
33	nt	-3	nt	nt
34	-1	6	-2.2	0.9
35	3	5	nt	-1.2
36	25	-45	-0.2	1.8

(continued)
cpd	mol	BoNT-A LC inh2	BoNT-F LC inh	FadD28 binding	CCHFV vOTU inh	FBA Mtb inh
37	CCN(CC)CCOc1ccccc1OC	0.9	5	0.1	9	0
38	COc1ccc(CN2CCC(CO)(Cc3ccccc3)CC2)cc1Cn1cccn1	0.3	-4	-2.4	-3	1
39	C[C@@H]1ON(C)[C@H]2C[C@H]3c4[nH]c5ccc(-c6ccc7c(c6)OCO7)cc5c4CCN3C[C@@H]12	1.3	-13	-0.1	-7	5
40	O=C1OC(CC(=O)N(Cc2nnc(-c3ccccc3Cl)o2)C2CC2)c2ccccc21 (stereo not drawn)	-0.7	-8	-2.8	-8	1
41	COc1ccc(N(Cc2ccccc2)S(=O)(=O)c2cc(C(=O)O)ccc2Cl)cc1	-1.7	-15	-4.8	17	2
42	CC1CN(C(=O)N[C@@H](Cc2ccccc2)C(=O)O)CC(C)O1 (stereo partly drawn)	-1.5	-4	-1.4	-1	4
43	C=CCN1C(=NC(=O)CCC)SC2CS(=O)(=O)CC21 (stereo not drawn)	0.4	-1	-2.4	-7	-1
44	Cc1ccc(NC(=O)CCn2cc(C(F)(F)F)ccc2=O)cc1	1.0	-4	-1.1	-15	4
45	COc1ccc(CN(C)C(=O)c2cc(-c3ccc(C)cc3C)nc3ccccc23)c(OC)c1OC	-1.5	9	-8.0	13	-1
46	CCC1(C(=O)c2ccccc2)C2c3ccccc3OC(=O)C21C(C)=O (stereo not drawn)	nt	nt	-2.7	-18	1
47	COc1cccc(C(=O)N2CCN(Cc3nc(CC4CC4)no3)CC2)c1	-0.8	-7	1.9	7	3
48	O=C(Nc1ccc(S(=O)(=O)Nc2ncccn2)cc1)c1cccc([N+](=O)[O-])c1	-0.7	-1	-0.7	-3	-1

cpd	GDH-TPI inh	PrPC surface inh	Mtb BioA inh	UGM FP inh
37	7	3	-1.3	-0.1
38	0	-11	nt	1.4
39	9	2	-1.9	nt
40	-3	-9	0.0	1.0
41	-8	2	2.6	3.0
42	9	-8	-3.4	6.5
43	-3	1	nt	-1.2
44	7	7	-2.0	0.8
45	0	10	2.9	-1.9
46	-10	7	0.1	0.7
47	16	-8	1.6	-2.8
48	5	1	-0.8	nt

The final 6 compounds of the part above lead into the next:
cpd	mol	BoNT-A LC inh2	BoNT-F LC inh	FadD28 binding	CCHFV vOTU inh	FBA Mtb inh
43	C=CCN1C(=NC(=O)CCC)SC2CS(=O)(=O)CC21 (stereo not drawn)	0.4	-1	-2.4	-7	-1
44	Cc1ccc(NC(=O)CCn2cc(C(F)(F)F)ccc2=O)cc1	1.0	-4	-1.1	-15	4
45	COc1ccc(CN(C)C(=O)c2cc(-c3ccc(C)cc3C)nc3ccccc23)c(OC)c1OC	-1.5	9	-8.0	13	-1
46	CCC1(C(=O)c2ccccc2)C2c3ccccc3OC(=O)C21C(C)=O (stereo not drawn)	nt	nt	-2.7	-18	1
47	COc1cccc(C(=O)N2CCN(Cc3nc(CC4CC4)no3)CC2)c1	-0.8	-7	1.9	7	3
48	O=C(Nc1ccc(S(=O)(=O)Nc2ncccn2)cc1)c1cccc([N+](=O)[O-])c1	-0.7	-1	-0.7	-3	-1
49	CN1CCN(NC(=O)c2ccc(COc3ccccc3Br)o2)CC1	-0.4	-5	0.6	20	0
50	CC(OC(=O)c1cc(-c2cccnc2)nc2ccccc12)C(=O)Nc1ccc2ccccc2c1 (stereo not drawn)	2.2	-5	-1.8	-5	8
51	O=C(O)CCCn1nc(-c2ccccc2)c2ccccc21	-1.0	-4	0.1	1	6
52	CCCC(N)CCCCCC(=O)O (stereo not drawn)	-1.4	-1	-0.2	-3	-2
53	CCn1c(=O)n(CC)c2cc(N3CCCC3)c(NC(=O)c3ccc(OC)c(Br)c3)cc21	0.1	10	0.1	-12	2
54	O=C(CCNC(=O)Cn1ccc2ccccc2c1=O)NCCN1CCN(c2ccccc2F)CC1	-0.5	3	-3.7	10	-1
55	O=C(CSc1ccsc1[N+](=O)[O-])N1CCN(c2ccccn2)CC1	1.2	-1	-1.3	8	3
56	c1ccc2c(c1)[nH]c1c(N3CCC4(CC3)OCCO4)ncnc12	-0.4	6	0.4	nt	14
57	Cc1ncn(C23CC4CC(CC(O)(C4)C2)C3)n1	-1.5	-18	-0.2	0	5
58	CC(C)c1nnc(SCC(=O)NC2CCCC2)n1C	-0.8	2	0.9	0	1
59	COC(=O)[C@]1(C)N[C@H](CN(C)C(=O)c2ccccc2)[C@@H]2C(=O)N(C)C(=O)[C@@H]21	-0.4	-4	-2.3	-2	5
60	COc1ccccc1-n1c(C)cc(SC)c(C(C)=O)c1=S	0.2	-14	-0.4	16	-2

cpd	GDH-TPI inh	PrPC surface inh	Mtb BioA inh	UGM FP inh
43	-3	1	nt	-1.2
44	7	7	-2.0	0.8
45	0	10	2.9	-1.9
46	-10	7	0.1	0.7
47	16	-8	1.6	-2.8
48	5	1	-0.8	nt
49	6	7	nt	1.3
50	11	-4	nt	3.1
51	8	0	-0.3	-0.5
52	16	-3	nt	nt
53	4	5	21	0.2
54	2	-7	-8.6	-0.7
55	20	-31	-1.5	-0.8
56	16	nt	5.9	-1.2
57	5	-2	0.8	2.9
58	-8	-3	-2.4	1.9
59	6	-2	-0.6	-1.6
60	19	-9	-0.6	nt

The list continues:
cpd	mol	BoNT-A LC inh2	BoNT-F LC inh	FadD28 binding	CCHFV vOTU inh	FBA Mtb inh
61	COCCCNC(=O)CCCC(=O)NCCCOC	0.1	-4	-0.9	-28	-4
62	CCc1ccc(CNC(=O)c2ccc(OC)c(OC3CCN(C(C)C)CC3)c2)nc1	2.8	5	-3.7	-4	1
63	Cc1cc(C)n2c(Nc3ccc4c(c3)OCCO4)c(-c3ccc(F)cc3)nc2n1	-0.2	-4	nt	12	nt
64	CC(C)(C)NC(=O)C1(C)CCC(=O)N1CCCn1ccnc1 (stereo not drawn)	-0.4	-3	-2.3	3	2

cpd	GDH-TPI inh	PrPC surface inh	Mtb BioA inh	UGM FP inh
61	11	-2	-1.7	-4.6
62	6	-2	0.4	0.0
63	nt	-10	nt	nt
64	nt	-5	-0.7	nt
